TrxR1 substrate: qHTS Assay for Substrates of Mammalian Selenoprotein Thioredoxin Reductase 1 (TrxR1): qHTS; purified TrxR1 substrate turnover, NADPH consumption readout; Potency, µM (top dose mostly 114 µM), for inactives: at the top dose activity change, negative = substrate turnover; 0.01% of 390,000 active; note: % is set by controls: 0 for no effect and ±100 for the full control effect; nearly all actives have a fitted effect of over 50% in size
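Rat TrxR1, dispensed at 90 nM, was prereduced with 400 uM NADPH (final) for 5 min at ~22 deg C, then incubated with compound 15 min before 400 uM selenite. A first-read NADPH fluorescence drop versus no-compound background flagged substrates.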
USP1-UAF1 inh: Inhibitors of USP1/UAF1: Primary Screen; Potency, µM (titrated, usually from 57.1 µM), inactives show top-dose activity change, negative = inhibition, hits mostly inhibitors; 0.23% of 390,000 active; recombinant USP1/UAF1, Ub-Rhodamine cleavage fluorescence; note: % is set by controls: 0 for no effect and ±100 for the full control effect; nearly all actives have a fitted effect of over 60% in size; inactives centre near -12
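High-throughput fluorogenic screen: 1nM USP1/UAF1 complex, Ub-Rho substrate 150nM final, 50mM HEPES pH 7.8 with 0.5mM EDTA, 0.1 mg/ml BSA, 1mM TCEP and 0.01% Tween-20.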
RXFP1 agonist: qHTS Assay for Agonists of the Relaxin Receptor RXFP1; AID 2676, 2010; 0.3% of 370,000 active; Potency, µM (doses to about 57.5 µM), for inactives: at the top dose activation, hits mostly activators; HEK293T-RXFP1 cAMP TR-FRET, 30 min; response scale: percent of porcine relaxin response, buffer zero; Relaxin receptor 1 (Homo sapiens), Q9HBX9; note: % is set by controls: 0 for no effect and ±100 for the full control effect; nearly all actives have a fitted effect of over 60% in size; many of its hits are not listed in these tables
Target sequence (Q9HBX9 whole entry, looked up): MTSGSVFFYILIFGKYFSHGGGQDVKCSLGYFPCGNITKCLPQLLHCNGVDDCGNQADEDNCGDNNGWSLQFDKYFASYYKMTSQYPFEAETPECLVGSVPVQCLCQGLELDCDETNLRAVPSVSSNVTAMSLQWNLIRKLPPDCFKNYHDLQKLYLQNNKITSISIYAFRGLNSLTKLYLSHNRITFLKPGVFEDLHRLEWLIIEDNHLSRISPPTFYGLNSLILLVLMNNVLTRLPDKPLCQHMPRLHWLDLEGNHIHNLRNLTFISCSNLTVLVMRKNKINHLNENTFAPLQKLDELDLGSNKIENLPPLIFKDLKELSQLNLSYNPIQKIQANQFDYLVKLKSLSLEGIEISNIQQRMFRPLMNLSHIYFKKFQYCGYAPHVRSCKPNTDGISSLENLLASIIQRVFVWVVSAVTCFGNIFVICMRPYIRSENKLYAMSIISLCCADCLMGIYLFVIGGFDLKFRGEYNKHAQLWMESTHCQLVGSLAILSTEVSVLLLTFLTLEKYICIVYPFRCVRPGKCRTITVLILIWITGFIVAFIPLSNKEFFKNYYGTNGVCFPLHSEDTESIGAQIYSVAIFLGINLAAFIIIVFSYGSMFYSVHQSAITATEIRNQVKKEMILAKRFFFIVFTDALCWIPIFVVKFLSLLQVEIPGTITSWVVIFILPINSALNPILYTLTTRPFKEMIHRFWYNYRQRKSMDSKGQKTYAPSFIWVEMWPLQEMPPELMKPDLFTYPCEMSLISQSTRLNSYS
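HEK293 cells stably expressing RXFP1, treated 30 min at 37C with compounds plus PDE4 inhibitor Ro 20174; cAMP measured by HTRF TR-FRET. Normalized to buffer and 29 nM porcine relaxin; EC50 by Hill fit.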
12-LOX inh: Primary qHTS assay for inhibitors of human arachidonate 12S-lipoxygenase (ALOX12): Round 2. 1.1% of 580,000 active. Potency, µM (top dose mostly 108 µM), inactives show at the top dose activity change, negative = inhibition, usual class: inhibitors. Polyunsaturated fatty acid lipoxygenase ALOX12 (Homo sapiens), P18054. purified 12hLO, xylenol orange hydroperoxide absorbance; note: % is set by controls: 0 for no effect and ±100 for the full control effect
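Hydroperoxide product was detected by ferrous iron/xylenol orange as the 573 to 405 nm absorbance ratio. Arachidonic acid at 40 uM (final) was turned over for 30 min at room temperature by 150 nM human 12hLO, pH 7.0 Hepes buffer, after 15 min compound preincubation.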
Vif-APOBEC3F blk: qHTS for Inhibitors of Vif-A3F Interactions: qHTS | HeLa A3F-eYFP + Vif (tagged APOBEC3F with the HIV-1 protein that degrades it), YFP fluorescence increase | Potency, µM (titrated, usually from 46.1 µM), without a hit: at the highest dose activity, negative = active | 0.2% of 390,000 active; note: % of control where 0% means no effect; nearly all actives have a fitted effect of over 65% in size
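HeLa cells stably expressing A3F-eYFP plus Vif, plated and incubated overnight at 37 deg C, then exposed to compounds overnight at 37 deg C. Blocked degradation read as raised yellow fluorescence (Ex 488/Em 500-530).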
rTrxR1 inhibitor: qHTS Assay for Inhibitors of Mammalian Selenoprotein Thioredoxin Reductase 1 (TrxR1): qHTS. 1% of 390,000 active. AID 588453, 2011. Potency, µM (titrated, usually from 114 µM), without a hit: top-dose activity change, negative = inhibition, usual class: inhibitors. recombinant rTrxR1, NADPH fluorescence consumption, selenite substrate. Thioredoxin reductase 1, cytoplasmic (Rattus norvegicus), O89049; note: % is set by controls: 0 for no effect and ±100 for the full control effect; nearly all actives have a fitted effect of over 65% in size
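Rat TrxR1 (90 nM in the dispensed reagent) was pre-reduced with 400 uM NADPH for 5 min at room temperature, then incubated with compound for 15 min. After 400 uM selenite was added, NADPH fluorescence (Ex 340/Em 450 nm) was followed for 8 min.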
mIDH1 inhibitor: qHTS for Inhibitors of mutant isocitrate dehydrogenase 1 (IDH1): qHTS | Potency, µM (doses to about 76.6 µM), without a hit: at the top dose activity change, negative = inhibition, hits mostly inhibitors | 0.093% of 390,000 active | IDH1-R132H enzyme, NADPH consumption, diaphorase/resazurin fluorescence; note: % is set by controls: 0 for no effect and ±100 for the full control effect; nearly all actives have a fitted effect of over 65% in size
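IDH1-R132H (0.5 ug/mL dispensed) in pH 7.5 Tris buffer was preincubated 30 min with compound, then given a substrate mix of 0.016 mM NADPH and 2 mM alpha-KG for 80 min at room temperature; remaining NADPH was read by diaphorase/resazurin fluorescence.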
Vif-A3G inh: qHTS for Inhibitors of Vif-A3G Interactions: qHTS; DNA dC->dU-editing enzyme APOBEC-3G (Homo sapiens), Q9HC16; HeLa A3G-eYFP + Vif (tagged APOBEC3G with the HIV-1 protein that degrades it), YFP fluorescence, overnight; Potency, µM (series often up to 46.1 µM), without a hit: at the highest dose activity, negative = active, usual class: inhibitors; 0.076% of 410,000 active;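 note: % is set by controls: 0 for no effect and ±100 for the full control effect; nearly all actives have a fitted effect of over 60% in size; hits raise eYFP signal because A3G escapes Vif-driven loss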
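HeLa cells stably expressing Vif and C-terminally eYFP-tagged A3G, seeded overnight at 37 deg C, then exposed to compound by pintool overnight at 37 deg C. Rise in yellow fluorescence (Ex 488/Em 500-530, Acumen) marks blocked Vif-driven A3G degradation.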
RGS4 inhibitor: Inhibitors of Regulator of G Protein Signaling (RGS) 4: qHTS; Regulator of G-protein signaling 4 (Homo sapiens), P49798; 0.039% of 390,000 active; Potency, µM (series often up to 114 µM), for the others: at the top dose activity change, negative = inhibition, usual class: inhibitors; AID 504845, 2011; Transcreener GDP fluorescence polarization, RGS4-accelerated GTP hydrolysis; note: % is set by controls: 0 for no effect and ±100 for the full control effect; nearly all actives have a fitted effect of over 75% in size; some results filed as inactive show a strong effect at the top dose
Target sequence (P49798 whole entry, looked up): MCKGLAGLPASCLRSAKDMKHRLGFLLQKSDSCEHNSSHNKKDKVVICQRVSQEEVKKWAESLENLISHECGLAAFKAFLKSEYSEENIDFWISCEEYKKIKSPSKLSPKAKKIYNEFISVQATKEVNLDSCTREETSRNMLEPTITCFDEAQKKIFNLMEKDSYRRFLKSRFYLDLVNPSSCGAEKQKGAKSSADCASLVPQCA
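MLSMR compounds (23 nl, pin-transferred) preincubated 10 min at room temperature with a 500nM (2x) first reagent, then RGS4 at 900nM (2x) plus Transcreener GDP mix added; fluorescence polarization (620/688 nm) read before and after 90 min at 30 °C.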
* marks the source's active call; other numbers are inactive results; u = inconclusive; x = not tested or not shown; [ ] = remark or other dose. Calls come from the whole dose curve; as a rule, active = well fitted curve in the direction sought with a large enough effect; inconclusive = small, poorly fitted or top-dose-only effect, or another doubt; inactive = no such curve, though single readings can be large; an effect the other way counts as inactive or inconclusive. Potency is the fitted concentration of half-maximal effect. Only part of the results is shown; rates above refer to the full screens.

# | structure | RGS4 inhibitor | USP1-UAF1 inh | TrxR1 substrate | 12-LOX inh | mIDH1 inhibitor | RXFP1 agonist | Vif-A3G inh | Vif-APOBEC3F blk | rTrxR1 inhibitor
1 | Cc1cccc(/C=N/NC(=O)C[n+]2ccccc2)c1 | 9% | -20% | -7% | 14% | 6% | -2.5% | 2% | 2% | -7%
2 | CCS(=O)(=O)c1nc(S(=O)(=O)c2ccc(C)cc2)c(N2CCCCCC2)s1 | x | -21% | x | -16% | -6% | x | -5% | -3% | x
3 | CCC(C)NC(=O)CNC(=S)N(CCCN1CCOCC1)Cc1cccs1 (stereo not given) | 31% | 6% | 7%[57.1 µM] | 2% | 4% | 0.3% | 2% | 6% | 2%[57.1 µM]
4 | CCCCC1=CC2=C(c3ccco3)C(=O)C(C)(OC(=O)c3ccc(OC)cc3)C(=O)C2=CN1CCOC (stereo not given) | -53% | -20% | -9% | -5% | -15% | 4.2% | -5% | -1% | u
5 | O=C(Cn1c(C(F)(F)F)nc2ccccc21)OCC(=O)c1c[nH]c2ccccc12 | 20% | -2% | -7% | -5% | 7% | 0.0% | 0% | -6% | 14%[0.457 µM]
6 | C[C@@H]1C(c2ccc(F)cc2)=NN(c2ccc(Br)cc2)[C@H]1C(=O)N1CCOC1=O | -10% | u | 57%[activator] | -52% | -3% | x | -6% | 4% | 53%[activator]
7 | COc1cccc(C(=O)Oc2ccc(/C=N/Nc3ccc(C(=O)O)cc3)cc2OC)c1 | u | -18% | -14% | 6% | -8% | -1.6% | -5% | -2% | -6%
8 | Cc1ccc(NC(=O)COC(=O)CN2C(=O)C3CCCCC3C2=O)cc1S(=O)(=O)N1CCOCC1 (stereo not given) | -2% | 4% | -7% | -8% | 6% | 2.0% | 0% | -5% | 13%[0.0914 µM]
9 | COc1cc(CNCc2cccnc2)ccc1OCc1ccccc1 | 5% | -19% | 8%[57.1 µM] | -18% | 0% | -1.2% | 5% | 1% | 8%[57.1 µM]
10 | O=C(c1cc2ccccc2o1)N1CCCCCC1 | -20% | 8% | -3% | 0% | 3% | -0.9% | -1% | -1% | 12%
11 | CC(C)C(C(=O)NCC1CCCO1)N(Cc1ccccc1)C(=O)CNS(=O)(=O)c1ccccc1 (stereo not given) | 13% | -18% | 3%[57.1 µM] | -6% | -6% | -0.5% | 2% | -1% | 0%[57.1 µM]
12 | CCC1CCC/C1=N\NC(=O)c1cc(C)[nH]n1 (stereo not given) | 6% | -7% | 5% | 22% | -1% | -0.5% | 1% | 0% | 11%
13 | COc1ccc(C(N)CCc2ccco2)cc1 (stereo not given) | -8% | -18% | -3%[57.1 µM] | 12% | 3% | 0.2% | -6% | -13% | 20%[57.1 µM]
14 | COc1ccc(/C=C(/NC(=O)c2ccco2)C(=O)Nc2cccc(C(=O)O)c2)cc1 | -2% | -18% | -2%[57.1 µM] | -12% | -5% | -6.3% | -5% | 3% | -4%[57.1 µM]
15 | CCOC(=O)c1c(NC(=O)c2cc(-c3ccccc3)on2)sc2c1CCCC2 | -14% | -5% | 6%[57.1 µM] | -18% | 3% | 1.3% | -1% | 0% | 30%[57.1 µM]
16 | Cn1c(CN2CCCCC2)nc2cc(NS(=O)(=O)c3ccc(Cl)cc3)ccc21 | 18% | -6% | 10% | -16% | 4% | -0.4% | -1% | -12% | 29%
17 | N#C/C=C/N1CCN(C(=O)c2ccco2)CC1 | 2% | -9% | 1% | -11% | 3% | 0.7% | u | -10% | 9%
18 | O=C(NCc1cccnc1)C(=O)NC1CCCCC1 | 24% | -10% | 1% | -13% | -7% | -0.6% | 1% | -6% | 7%
19 | Nc1ccc(Nc2ccccc2N)cc1 | -2% | u | 0%[57.1 µM] | u | 13% | -5.4% | -1% | 5% | u
20 | Cc1cc2c(cc1C)NC(=O)CC(C(F)(F)C(F)(F)C(F)(F)F)=N2 | 4% | -11% | -1% | u | 7% | -1.4% | 0% | x | -12%
21 | CCCN(CC(=O)Nc1ccccc1C)C(=O)C1CC(=O)N(c2ccc(CC)cc2)C1 (stereo not given) | -11% | -7% | 6% | -4% | 2% | 3.3% | 0% | -1% | 15%
22 | CC1CCc2nc(-c3cc4ccc(O)cc4oc3=O)sc2C1 (stereo not given) | -22% | x | 53%[activator] | x | x | x | u | x | 17%
23 | CCN(Cc1ccccc1)C(=O)Nc1ccc2c(c1)N(C)C(=O)c1ccccc1S2 | 37% | -11% | 1% | -24% | -16% | -3.6% | 1% | 8% | -14%
24 | COC(=O)C1=C(c2ccccc2)c2ccccc2S(=O)(=O)N1CC(=O)Nc1cc(C)ccc1C | -6% | u | 0% | u | -2% | 0.4% | 0% | -5% | 15%
25 | CCc1ccccc1N(C(=O)c1snc(C(N)=O)c1N)C(C(=O)NCC1CCCO1)c1c[nH]c2ccccc12 (stereo not given) | -15% | -21% | 8% | -5% | -6% | 0.2% | -29% | -5% | 9%
26 | Cc1cccc(Nc2ncnc3onc(-c4ccc(F)cc4)c23)c1C | 2% | -28% | 7% | 10% | 1% | 1.7% | -1% | -2% | 34%
27 | CC(C)Cn1c(SCC(N)=O)nnc1-c1cccc(S(=O)(=O)N2CCOCC2)c1 | -22% | -5% | -8% | 375%[activator] | -1% | x | 0% | 1% | -10%
28 | Cc1c(NC(=S)NC(NC(=O)C(C)C)C(Cl)(Cl)Cl)c(=O)n(-c2ccccc2)n1C (stereo not given) | 7% | -10% | -4% | 8% | 3% | -1.0% | -1% | 2% | -23%
29 | CCCCN1CCc2c(c3ccccc3n2Cc2ccccc2)C1 | -3% | -12% | 7% | 10% | 17% | 0.0% | -1% | -28% | 5%
30 | COc1cccc(N(CC(=O)N2CCN(C)CC2)S(=O)(=O)c2ccccc2)c1 | 19% | -18% | 9% | 20% | 1% | 2.1% | 1% | 1% | 15%

Of the compounds above, these contain a COOH group:
# | structure | RGS4 inhibitor | USP1-UAF1 inh | TrxR1 substrate | 12-LOX inh | mIDH1 inhibitor | RXFP1 agonist | Vif-A3G inh | Vif-APOBEC3F blk | rTrxR1 inhibitor
7 | COc1cccc(C(=O)Oc2ccc(/C=N/Nc3ccc(C(=O)O)cc3)cc2OC)c1 | u | -18% | -14% | 6% | -8% | -1.6% | -5% | -2% | -6%
14 | COc1ccc(/C=C(/NC(=O)c2ccco2)C(=O)Nc2cccc(C(=O)O)c2)cc1 | -2% | -18% | -2%[57.1 µM] | -12% | -5% | -6.3% | -5% | 3% | -4%[57.1 µM]

Next part:
# | structure | RGS4 inhibitor | USP1-UAF1 inh | TrxR1 substrate | 12-LOX inh | mIDH1 inhibitor | RXFP1 agonist | Vif-A3G inh | Vif-APOBEC3F blk | rTrxR1 inhibitor
31 | Fc1ccc(-c2ccnc(=S)[nH]2)cc1 | -35% | 0% | 4% | u | 0% | 2.4% | 2% | -1% | -2%
32 | CCOC(=O)c1c(NC(=O)C(F)(OC)C(F)(F)F)sc2c1CCN(C)C2 (stereo not given) | 15% | 0% | -6% | 22% | 5% | 0.3% | -6% | 0% | 2%
33 | Cc1nn(-c2ccccc2)c(=O)c2noc(C)c12 | 0% | -7% | -4%[57.1 µM] | 0% | 1% | 1.0% | 1% | 7% | 3%[57.1 µM]
34 | COc1ccc(Cn2cc(F)c(=O)n(CCC(C)C)c2=O)cc1[N+](=O)[O-] | -17% | -8% | 13% | 9% | 3% | 7.3% | -11% | -24% | 20%
35 | CCOC(=O)N1CCN(C(=O)c2cc(Cl)c(Cl)cc2C(=O)O)CC1 | 27% | 7% | -4% | 11% | -2% | 0.8% | -2% | -11% | 4%

Compound profiles, as listed above. Order of values: RGS4 inhibitor, USP1-UAF1 inh, TrxR1 substrate, 12-LOX inh, mIDH1 inhibitor, RXFP1 agonist, Vif-A3G inh, Vif-APOBEC3F blk, rTrxR1 inhibitor
Entry for Cc1nn(-c2ccccc2)c(=O)c2noc(C)c12 = 0%, -7%, -4%[57.1 µM], 0%, 1%, 1.0%, 1%, 7%, 3%[57.1 µM]
Entry for CCOC(=O)c1c(NC(=O)C(F)(OC)C(F)(F)F)sc2c1CCN(C)C2 (stereo not given) = 15%, 0%, -6%, 22%, 5%, 0.3%, -6%, 0%, 2%
Entry for Fc1ccc(-c2ccnc(=S)[nH]2)cc1 = -35%, 0%, 4%, u, 0%, 2.4%, 2%, -1%, -2%

Screening results (PubChem BioAssay)
